Pf apPOL block – Pf-apPOL inhibitors, biochemical, fluorescence | Recombinant Pf-apPOL, molecular beacon fluorescence, 1.5 h | inhibition, % at 10 µM | 210,000 tested, 0.25% active | Plasmodium falciparum apicoplast DNA polymerase (apPOL)
mHTT CaM bind – mutant huntingtin-calmodulin interaction inhibitors – biochemical, AlphaScreen, primary screen. 190,000 tested, 3.6% active. P42858. inhibition, % at 15 µM. AlphaScreen His-mHTT/GST-CaM binding, luminescence;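 note: 0% = both proteins with DMSO and 100% = one protein alone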
* marks the source's active call; other numbers are inactive results; i = inactive; / = no result given; & = joins results of further samples. Cut-off read from the data, not from the text of the source: active = inhibition above about 50%; inactive = the rest.

SMILES	Pf apPOL block	mHTT CaM bind
O=S(=O)(Nc1ccc(F)cc1F)c1c[nH]c2ncccc12	-5	-8
CC(C)CN1CCn2cc(C(=O)NCc3cc(F)ccc3F)nc2C1	-5	4
COc1ccccc1OCC(=O)Nc1ccc2c(c1)C(=O)Nc1cc(Cl)ccc1O2	-3	14
O=C(c1ccc(F)cc1F)N1CCN(c2nnc3ccccn23)CC1	1	-10
CC(=O)Nc1ccc(S(=O)(=O)O)cc1	-9	0
CCn1c(C2CCN(S(=O)(=O)c3ccc(C)c(C)c3)C2)nc2cccnc21 (stereo not drawn)	-1	-2
O=C(O)c1ccccc1-n1c(=O)c2cc3c(=O)n(-c4ccccc4C(=O)O)c(=O)c3cc2c1=O	-6	3
Cc1cc(Cl)ccc1N=Cc1nc(-c2ccc(Cl)cc2)oc1O	2	-6
Cc1cccc(C(=O)N2CCC(c3nc(CCNC(=O)C4CCC4)cs3)CC2)c1	-4	7
Cc1cccc(NC(=O)c2cccc(C(=O)Nc3cccc(C)c3)c2)c1	-11	2

Among those listed so far, three have four or more nitrogen atoms:
SMILES	Pf apPOL block	mHTT CaM bind
CC(C)CN1CCn2cc(C(=O)NCc3cc(F)ccc3F)nc2C1	-5	4
O=C(c1ccc(F)cc1F)N1CCN(c2nnc3ccccn23)CC1	1	-10
CCn1c(C2CCN(S(=O)(=O)c3ccc(C)c(C)c3)C2)nc2cccnc21 (stereo not drawn)	-1	-2

Other results:
SMILES	Pf apPOL block	mHTT CaM bind
Cc1ccccc1NC(=O)N1CCC(N2CCN(Cc3ccc(F)cc3)C2=O)CC1	5	9
O=C(Nc1c2c(nn1-c1ccc([N+](=O)[O-])cc1)CSC2)c1ccccc1Br	6&-1	26&7
CC(C)C(=O)N1CCN(c2nc3c(s2)CC(C(=O)NCc2cccnc2)CC3)CC1 (stereo not drawn)	-4	9
CCOc1ccc(-n2c3nc(=O)[nH]c(=O)c-3cc3cc([N+](=O)[O-])ccc32)cc1	2	19
O=S1(=O)CC(N2CCCCC2)CN1Cc1cn(Cc2ccccc2)nn1 (stereo not drawn)	-3	-6
C=CCn1nnnc1SCC(=O)Nc1ccc(C(=O)OC)cc1	-7	-5
Cc1ccc(C(=O)N2CCCC3(C2)NC(=O)N(Cc2cccc(Cl)c2)C3=O)cc1F (stereo not drawn)	-2	6
CC(=O)N1CCc2sc(S(=O)(=O)N3CCN(c4ccccc4Cl)CC3)cc2C1	-5	81*
CCc1cc(C2CCCN2Cc2cccc(OC)c2OC)on1 (stereo not drawn)	-5	10
O=C(NCc1ccco1)C1CCCN(c2nc3nc[nH]c(=O)c3s2)C1 (stereo not drawn)	-3	14

Seven entries already listed, arranged by molecular weight, low to high.
SMILES	Pf apPOL block	mHTT CaM bind
Cc1cc(Cl)ccc1N=Cc1nc(-c2ccc(Cl)cc2)oc1O	2	-6
CC(C)CN1CCn2cc(C(=O)NCc3cc(F)ccc3F)nc2C1	-5	4
O=S1(=O)CC(N2CCCCC2)CN1Cc1cn(Cc2ccccc2)nn1 (stereo not drawn)	-3	-6
CCOc1ccc(-n2c3nc(=O)[nH]c(=O)c-3cc3cc([N+](=O)[O-])ccc32)cc1	2	19
CCn1c(C2CCN(S(=O)(=O)c3ccc(C)c(C)c3)C2)nc2cccnc21 (stereo not drawn)	-1	-2
CC(=O)N1CCc2sc(S(=O)(=O)N3CCN(c4ccccc4Cl)CC3)cc2C1	-5	81*
O=C(O)c1ccccc1-n1c(=O)c2cc3c(=O)n(-c4ccccc4C(=O)O)c(=O)c3cc2c1=O	-6	3

Next compounds.
SMILES	Pf apPOL block	mHTT CaM bind
Nc1ccccc1C(=O)NCc1c(F)cccc1Cl	-1&-9	/
COc1ccc(N2C(=O)CC(NCCNc3ccc([N+](=O)[O-])cn3)C2=O)cc1 (stereo not drawn)	0	10
CCN1C(=O)C(CC(=O)NCC2CCCCC2)Sc2ncccc21 (stereo not drawn)	-4	-2
CCOC(=O)CC(=O)CSC1=C(C#N)C(c2ccccc2F)C(C(=O)OCC)C(=O)N1 (stereo not drawn)	-7	-9
CC(C)Oc1ccc(N2CC(C(=O)Nc3cccc(Cl)c3Cl)CC2=O)cc1 (stereo not drawn)	-7	6
CCC1Oc2ccc(Cl)cc2N(CC(=O)N2CCN(c3cc(Cl)ccc3C)CC2)C1=O (stereo not drawn)	-13	12
CCn1ccnc1C(O)c1ccc(C(C)C)cc1 (stereo not drawn)	-4	3
COc1ccc(Cl)cc1NC(=O)Cc1ccccc1	-1	-14
CCn1c(C2CCN(S(=O)(=O)c3ccc(C(F)(F)F)cc3)C2)nc2ccncc21 (stereo not drawn)	-3	25
CCc1ccc(N2CC(O)=C(c3nc4ccccc4c(=O)[nH]3)C2=N)cc1	-5	1
CC(C)CCNC(=O)c1c[nH]c2ccc(S(=O)(=O)N3CCC4(CC3)OCCO4)cc2c1=O	0	15
Cc1cc(NC(=O)NC2CCCCC2)no1	-1	-2
O=C(CSc1nc2ccsc2c(=O)n1Cc1ccccc1F)NCc1ccco1	-3	0
COC(=O)c1sc(S(=O)(=O)N2CCN(c3ccccc3)CC2)c(C(=O)OC)c1C	-1	-2
COc1ccc(-n2nc(C(=O)NCC(=O)NC3CCCCC3)c3ccccc3c2=O)cc1Cl	-1	21
Cc1noc(C)c1C1CCCN1C(=O)c1ccco1 (stereo not drawn)	-4	-4
COc1cccc(OC)c1C(=O)Nc1c2c(nn1-c1ccccc1)CSC2	2	31
Cc1oc(-c2ccccc2)cc1C(=O)Nc1ccccc1	-6	-3
O=C(Cc1ccc(Cl)cc1)N1CCc2c(nc3cc[nH]n3c2=O)C1	-2	-3
CC(=O)NC1CCCc2c1[nH]c1ccc(C)cc21 (stereo not drawn)	99*	5
Cc1ccc(-n2cc(C(=O)N3CCCC(C)C3)c3ccccc3c2=O)cc1C (stereo not drawn)	-2	6
COc1ccc(CCNc2ccncn2)cc1OC	6	-1
O=C(Cn1nnc(-c2ccccc2F)n1)N1CCCCC1	-5	2
O=C(Cc1cccs1)N1CCC(c2ccn3ncc(C(=O)N4CCCCC4)c3c2)CC1	3	20
CCOc1ccc(C2NC(=O)c3c(sc4c3CCCC4)N2)cc1 (stereo not drawn)	0	-2
CCN(CCCNC(=O)C1CCN(c2nc3ccc(OC)cc3s2)CC1)c1ccccc1	6	41
CNC(=O)C1CCCN(S(=O)(=O)N2CCCC2)C1 (stereo not drawn)	-30	0
COc1ccc(C2CC(c3ccc(F)cc3)=NN2C(=O)CN2CCCCC2)cc1 (stereo not drawn)	-4	28
COc1ccc([N+](=O)[O-])cc1-c1ccc(/C=C2/SC(=N)NC2=O)o1	-2	14
COc1cc(C2c3cc4c(cc3C(NC(=O)c3ccc(Cl)cc3)C3COC(=O)C23)OCO4)cc(OC)c1OC (stereo not drawn)	-2	/

Entries of single compounds, looked up by structure:
COc1ccc(C2CC(c3ccc(F)cc3)=NN2C(=O)CN2CCCCC2)cc1 (stereo not drawn) as listed: Pf apPOL block = -4; mHTT CaM bind = 28
COc1ccc(CCNc2ccncn2)cc1OC as listed: Pf apPOL block = 6; mHTT CaM bind = -1

(cont.)
SMILES	Pf apPOL block	mHTT CaM bind
CC(=O)N1CC(C(=O)NCCC2=CCCCC2)C1	-1	-3
CN(c1ccc(C(=O)NCCSCc2ccco2)cc1)S(=O)(=O)c1ccccc1	-4	-3
CCOC(=O)C[C@H]1c2cc(C(F)(F)F)ccc2S(=O)(=O)N1c1cccc(OC)c1	-3	-11
COc1ccc(C(=O)Nc2c3c(nn2-c2ccc(F)cc2)CS(=O)C3)c(OC)c1 (stereo not drawn)	-28	0
COc1cc(/C=C2\C(=O)NN(c3ccc(Cl)cc3)C2=O)cc([N+](=O)[O-])c1O	0	30
CCOc1ccc(NC(=O)C2CCc3sc(C(=O)N4CCCC4)cc3C2)cc1 (stereo not drawn)	0	9
Cc1cc2c(C(C)C)c(O)c(O)c(C=NCSN)c2c(O)c1-c1c(C)cc2c(C(C)C)c(O)c(O)c(C=NCSN)c2c1O	/	100*
COc1cc(CN2CCCC2c2cc(C(C)C)on2)cc(OC)c1 (stereo not drawn)	-2	-10
Cc1nc(C(F)(F)F)ccc1C(=O)Sc1ccc(F)cc1	-11	/
COc1ccc(CN2CCN(Cc3ccc(OC)c(OC)c3)CC2)cc1	-2	-4
CCOC(CCn1c(SCc2cc(=O)n3ccccc3n2)nc2ccccc2c1=O)OCC	8	2
Cc1cccc(OCC(=O)N2CCCC2c2nc(-c3cccc(Cl)c3)no2)c1 (stereo not drawn)	-5	78*
CCOc1cccc(C2CC(c3ccc(C)c(C)c3)=NC3(CCN(C(C)=O)CC3)N2)c1O (stereo not drawn)	3	17
O=C(NNc1c(Cl)cncc1Cl)Nc1ccccc1	-4	/
CCc1c(C)nc(-n2nc(C)cc2NC(=O)c2cc(=O)c3ccccc3o2)[nH]c1=O	-6	-6
Cc1ccc(NC(=O)c2cc3n(n2)C(C(F)(F)F)CC(c2ccc4c(c2)OCO4)N3)cc1Cl (stereo not drawn)	-4	8
Cn1c(C2CCN(C(=O)c3cccc(C(F)(F)F)c3)C2)nc2ccncc21 (stereo not drawn)	-6	5
COc1ccc(OCC(=O)N2CCC3(CC2)Nc2cccnc2NC3=NC2CCCC2)cc1	-1	13
CCOc1ccc(C=C(C#N)C(=O)N2CCCC2)cc1	-10&-7	/
CCN(CC)C(=O)CC(c1ccc2c(c1)OCO2)c1c(OC)cc(OC)c2c(-c3ccccc3)cc(=O)oc12 (stereo not drawn)	-6	75*
O=C(O)c1ccc(NC(=O)c2ccc(C(=O)Nc3ccc(C(=O)O)cc3)cc2)cc1	-7	-10
COc1ccc(CCC(=O)NCCCN2CCOC(c3ccccc3)C2)cc1 (stereo not drawn)	4	5
CC(=O)NC(=Nc1nc(C)cc(C)n1)Nc1cccc(C(F)(F)F)c1	3	6
O=C(O)C1C2C=CC(O2)C1C(=O)Nc1ccc(F)c([N+](=O)[O-])c1 (stereo not drawn)	-7	-1
CCCn1cnc2c1c(=O)n(CC)c(=O)n2-c1ccc(C(C)C)cc1	-4	-3
Cn1c(C(=O)NC2CC2)cc2c1CCN(Cc1cccc(F)c1)C2	-4	26
Cc1ccc(/C=N/N=C/c2ccc(C)s2)s1	/	i
CN(CC(=O)N1N=C(c2ccccc2F)CC1c1ccccc1F)C(=O)C1CCC1 (stereo not drawn)	-4	5
Cc1ccsc1C(=O)N1CCC(c2nc(-c3cccnc3)n[nH]2)CC1	-4	1
COc1cc(NC(=O)/C=C/c2ccc(Cl)cc2Cl)ccc1NC(=O)c1ccco1	-3	3
O=C1CCC(=O)N1c1ccc(Oc2ccccc2)cc1	-3	-5
O=C(CSc1nc2ccsc2c(=O)n1-c1cccc(Cl)c1Cl)NCC1CCCO1 (stereo not drawn)	3	2
Cc1ccccc1NC(=O)N1CC(C(=O)NC2CCCC2)C2(CCOCC2)C1 (stereo not drawn)	-2	-11
O=C(N1CCN=C1SCc1cccc([N+](=O)[O-])c1)C12CC3CC(CC(C3)C1)C2	0	1
CC(C)CCNC(=O)N1CC2CCCN2c2ccccc21 (stereo not drawn)	-3	56*
CCC(C)NC(=O)c1cc(C)nc2ccc(F)cc12 (stereo not drawn)	-7	1
O=C(Oc1ccc2c(c1)OC(=Cc1cccc(Cl)c1)C2=O)c1ccco1	-1	8
CC(=O)N1CCN(C(=O)CN2CCc3sccc3C2c2ccccc2)CC1 (stereo not drawn)	-3	14
Cc1cccc(-n2nc(C)c3sc(N4CCC(NC(=O)c5cccs5)CC4)nc32)c1	-10	3
C=C(C)CN(CC)Cc1cccc(OCC)c1O	0	-2
Cc1c(C(=O)NC(C)C)oc2ccc(S(=O)(=O)N3CCOCC3)cc12	-4	-3
O=[N+]([O-])c1ccc(N2CCN(c3ccc([N+](=O)[O-])cc3CO)CC2)c(CO)c1	1	/
CCCNc1cc(N2CCCC(CCC(=O)N3CCN(C(C)=O)CC3)C2)ncn1 (stereo not drawn)	-4	2
O=C(O)c1ccc(-c2ccccc2Cl)o1	-4	-42
Cc1ccc(-c2nc(-c3cccnc3)no2)cc1C	-7	-13
CCC(C)NC(=O)CSc1nc2nc(C)c(Cc3ccc(Cl)cc3)c(C)n2n1 (stereo not drawn)	-7	0
COc1ccc(Br)c(C2Nc3ccccc3-c3nnc(SC)nc3O2)c1 (stereo not drawn)	-2	10
CCCCc1ccc(/C=C2\C(=O)ON=C2c2ccccc2)s1	2	10
Cc1oc2ccn(Cc3cccc(F)c3)c(=O)c2c1C(=O)N1CCCC(C)C1 (stereo not drawn)	-5	20
O=C(O)c1ccccc1-c1ccccc1C(=O)NCc1cccnc1	-2	-2

Given comma-delimited: three of the compounds above
SMILES,Pf apPOL block,mHTT CaM bind
O=C(O)c1ccc(-c2ccccc2Cl)o1,-4,-42
Cc1ccc(-c2nc(-c3cccnc3)no2)cc1C,-7,-13
CCC(C)NC(=O)CSc1nc2nc(C)c(Cc3ccc(Cl)cc3)c(C)n2n1 (stereo not drawn),-7,0

Next results:
SMILES	Pf apPOL block	mHTT CaM bind
O=C1NN(c2ccccc2)C(=O)/C1=C\c1ccco1	/	8
CCc1csc(C2CCCN(C(=O)C3CC3)C2)n1 (stereo not drawn)	1	4
O=C(NC1CCSC1)c1ccccc1NS(=O)(=O)c1ccccc1 (stereo not drawn)	-3	/
CCCCN1C(=O)C(C)(C(=O)Nc2ccc(F)cc2F)Oc2cccnc21 (stereo not drawn)	-3	-14
O=[N+]([O-])c1cc(SCc2ccco2)c2c(C3OCCS3)nn(-c3ccccc3)c2c1 (stereo not drawn)	-12	46
Cc1oc2cc(OCc3ccc([N+](=O)[O-])cc3)ccc2c(=O)c1-c1ccccc1	-3	7
Cc1c(Cl)cccc1NC(=O)CCCn1cnc([N+](=O)[O-])n1	0	8
COc1ccc(NC(=O)COc2cc(C)cc(C)c2C)c(OC)c1	-2	-6
Cc1noc(CNC(=O)c2cc(-c3ccco3)[nH]n2)n1	-4	-8
Cc1cccc(N2C(=O)NC(=O)/C(=C\c3cn(CC(=O)N4CCCC4)c4ccccc34)C2=O)c1C	-6	5
Cc1ccc(CC(=O)N2CCCC2c2cc(C)no2)cc1 (stereo not drawn)	-1	-1

Screening results deposited in PubChem by University of Kansas High Throughput Screening Laboratory.
